High-throughput results as filed in PubChem.
UBC13 inh: inhibitors of human UBC13 polyubiquitin chain formation. P61088. AID 485273. TR-FRET. 330,000 tested, 0.47% active. inhibition, % at 20 µM; in the data active = inhibition above about 45%, passing the limit was not always enough
Target sequence (P61088 whole entry, looked up): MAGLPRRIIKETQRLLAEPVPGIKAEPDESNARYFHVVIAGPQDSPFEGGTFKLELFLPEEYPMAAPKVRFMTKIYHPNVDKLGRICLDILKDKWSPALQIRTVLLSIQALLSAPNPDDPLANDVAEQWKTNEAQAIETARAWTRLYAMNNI
EBI2 antag: blocks human EBI2 receptor beta-arrestin signaling | 360,000 tested, 0.81% active | EBI2 beta-arrestin recruitment, luminescence, 7a,25-OHC stimulated | AID 651636 | inhibition, % at 5 µM; in the data active = inhibition above about 38%;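 also: enzyme fragment complementation signal reports receptor beta-arrestin coupling in cells; 0% = agonist plus DMSO wells and 100% = wells without agonist; some results beyond the cut were filed as inactive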
697 NFkB inh: inhibitors of the PMA/ionomycin-induced NF-kB reporter in 697 B cells; 697 B-cell NF-kB luciferase reporter, 16 h; inhibition, % at 4 µM; 330,000 tested, 0.33% active; AID 435022; in the data active = inhibition above about 35%
Gli-Sufu block: Gli-Sufu pathway antagonism. AID 588413. 340,000 tested, 0.74% active. inhibition, % at 5 µM. Sufu-KO-LIGHT fibroblasts, Gli luciferase reporter luminescence;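 active = inhibition above about 55%, limit read from the data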;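 also: 0% = DMSO-treated cells and 100% = wells with medium but no cells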
SENP8 inh: SENP8 protease inhibition | Q96LD8 | purified SENP8, Z-RLRGG-aminoluciferin cleavage, luminescence | inhibition, % at 10 µM | 330,000 tested, 1.2% active | AID 2540
Target sequence (Q96LD8 whole entry, looked up): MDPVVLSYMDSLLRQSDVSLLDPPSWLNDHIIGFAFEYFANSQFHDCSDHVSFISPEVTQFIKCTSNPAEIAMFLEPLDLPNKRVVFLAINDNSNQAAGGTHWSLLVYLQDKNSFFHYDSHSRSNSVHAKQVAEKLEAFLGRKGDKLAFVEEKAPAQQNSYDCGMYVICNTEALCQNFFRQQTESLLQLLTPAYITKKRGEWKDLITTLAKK
CCR6 antag: CCR6 (human) receptor antagonism | P51684 | CHO-K1 CCR6 PathHunter beta-arrestin, luminescence, CCL20-stimulated | inhibition, % at 20 µM | 340,000 tested, 0.49% active | AID 493098;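 active = compounds whose inhibition of the agonist-driven luminescence signal at 20 µM reaches about 50%, limit read from the data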;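 also: cells stimulated with CCL20 at 14 nM final; plate controls were DMSO with CCL20 for no effect and DMSO without agonist for full effect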
Target sequence (P51684 whole entry, looked up): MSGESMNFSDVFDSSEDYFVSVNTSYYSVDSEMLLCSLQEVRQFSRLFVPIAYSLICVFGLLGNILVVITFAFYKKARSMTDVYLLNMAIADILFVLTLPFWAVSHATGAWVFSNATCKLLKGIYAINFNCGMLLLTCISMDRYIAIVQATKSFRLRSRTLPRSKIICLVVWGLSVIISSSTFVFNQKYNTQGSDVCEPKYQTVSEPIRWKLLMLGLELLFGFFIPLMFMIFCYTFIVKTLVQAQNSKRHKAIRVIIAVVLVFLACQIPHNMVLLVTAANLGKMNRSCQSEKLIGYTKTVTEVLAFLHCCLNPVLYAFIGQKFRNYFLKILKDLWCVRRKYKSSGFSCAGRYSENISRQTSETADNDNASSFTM
Jurkat NFkB inh: lowers PMA/ionomycin-induced NF-kB signal in Jurkat cells; PMA/ionomycin-induced NF-kB luciferase reporter, luminescence; inhibition, % at 4 µM; 330,000 tested, 0.53% active; AID 435003
Apaf-1 inh: human Apaf-1 inhibition | O14727 | reconstituted apoptosome caspase-3 activity, DEVD-Rh110 fluorescence | inhibition, % at 20 µM | 330,000 tested, 0.71% active | AID 489030; active = inhibition of at least 40% at 20 µM;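 also: plate controls were DMSO wells for no effect and DEVD-CHO caspase inhibitor wells for full effect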
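Material: cell-free apoptosome with Apaf-1, procaspase-3 and caspase-9; Buffer or medium: Hepes pH 7.5 with detergent and BSA; Reagent: cytochrome c trigger plus (Z-DEVD)2-Rh110 caspase-3 substrate; Times: compound with Apaf-1, dATP, procaspase-3 30 min, then 50 min reaction, room temperature; Technique: Rh110 fluorescence intensity.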
The depositor's hits bear a star; x = not tested or not shown. Rule as the data show it, unless noted: active = inhibition above about 50%; inactive = the rest. Some of the compounds tested (hit frequency here may not be typical).

SMILES	UBC13 inh	EBI2 antag	697 NFkB inh	Gli-Sufu block	SENP8 inh	CCR6 antag	Jurkat NFkB inh	Apaf-1 inh
Cn1c(SCC(=O)N2CCN(S(=O)(=O)c3ccc(Cl)cc3)CC2)nc2ccccc21	-4	20	-22	13	-8	8	-5	24
CN(c1ccccc1)S(=O)(=O)c1cccc(NC(=O)C2CCCO2)c1 (stereo not given)	-21	-8	-13	5	3	-2	-6	5
Cc1nc(C(C)NC(=O)CCc2nnc(CCCc3ccccc3)o2)c(C)s1 (stereo not given)	4	-2	-53	-16	5	-3	-67	-4
COCCNC(=O)c1ccc2c(c1)ncn2-c1ccc(F)c(F)c1	-3	-4	-24	-10	0	-15	-15	-9
O=C(/N=C1\NC(=O)C(F)(C(F)(F)F)S1)NC1CCCCC1 (stereo not given)	-4	3	7	-4	-7	-2	2	-12
COc1ccc(-c2cc(C(=O)N3CCN(C(=O)c4ccccc4F)CC3)[nH]n2)cc1	-4	32	20	-1	-9	-3	18	4
Cc1ccc(NC(=O)Nc2cccc(Cl)c2)c(C(=O)O)c1	6	2	3	-3	73*	10	8	-11
Clc1ccc(SCc2nc3ccccc3[nH]2)cc1	13	8	-24	-25	26	17	-37	-16
COC(=O)C1CCN(C(=O)c2oc3c(Cl)cc(C)cc3c2C)CC1	-7	40	-265	-103	13	11	-99	23
C=CCc1ccc(OCCCNC2CCCC2)c(OC)c1	4	2	14	4	6	5	8	-9
COc1nc2ccccc2nc1CCC(=O)O	-1	-1	-12	0	-11	7	-8	5
O=S(=O)(c1cccc(Br)c1)N1CCN(C(=S)NCC2CCCO2)CC1 (stereo not given)	-5	0	-13	-1	-10	3	-3	14
CN(C)S(=O)(=O)c1ccc(Cl)c(NC(=O)COC(=O)C2CSC3(C)CCC(=O)N23)c1 (stereo not given)	1	-6	15	-2	-1	-13	5	3
Fc1ccc(-n2nnc(-c3ccccc3Br)n2)cc1	-1	34	-6	-4	-2	8	-4	4
CC1Oc2ccccc2N(CC(=O)N2CCCC2)C1=O (stereo not given)	0	-2	-22	14	-2	4	-14	-22
CCCCn1c(/N=C/c2c[nH]c3ccccc23)nc2ccccc21	10	6	-8	4	-9	5	3	20
CCCn1c(SCC(=O)N2CCCc3ccccc32)nnc1-c1ccco1	-1	-2	2	13	-5	18	5	6
CC(C)Oc1c(Cl)cc(CNC(C)(C)CO)cc1Cl	2	-1	8	3	-7	13	20	-3
Cc1ccc(C(=O)OCC(=O)N2CCNC2=O)c(C)c1	-3	-12	-27	-33	5	2	-35	3
CCCCCN(C(=O)COC(=O)Cc1c(C)nc2ccccc2c1C)c1c(N)n(CCCC)c(=O)[nH]c1=O	2	-18	13	4	5	14	2	-4
N#CCSc1nc2ccccc2c(=O)n1C1CCCCC1	-10	10	-9	7	2	5	-12	14
O=C(NCCN1CCOCC1)c1ccc(Cl)cc1O	8	-9	8	48	-4	9	7	0
O=C(NCc1nc2ccccc2[nH]1)C1=C[C@@H](C2CCCCC2)C[C@@H](OCCCCO)O1	10	7	-23	7	4	-2	-1	18
CCC1CCCCN1S(=O)(=O)c1ccc(S(=O)(=O)N2CCN(S(=O)(=O)CC)CC2)cc1 (stereo not given)	2	-2	6	8	0	3	-13	-2
COc1ccc2cc(C(C)C(=O)OC(C)C)ccc2c1 (stereo not given)	12	0	6	-13	1	19	-9	1
COc1ccc(C2CC(=O)N3C(=C2C#N)SCC3(O)c2ccccc2)cc1 (stereo not given)	-5	6	34	27	-2	9	-13	9
CC(=O)N1c2ccc(S(=O)(=O)N3CCC(C(=O)N4CCCCC4)CC3)cc2CC1C (stereo not given)	10	1	-9	55	-1	-4	21	-4
O=C1c2ccccc2C(O)N1Cc1ccccc1Cl (stereo not given)	4	-8	3	3	0	-18	8	0
CNC(=O)CSc1nnnn1-c1ccc(C)cc1C	5	-6	11	-11	-2	12	4	0
COc1ccc(NC(=O)CSc2nc3ccccc3c(=O)n2CCNC(C)=O)c(OC)c1	5	-5	11	5	3	-14	-3	-7
Cc1ccccc1OC(C)C(=O)NC1CCCC1 (stereo not given)	2	6	6	-1	-1	-5	-2	7
Cc1ccc(CN(Cc2ccco2)C(=S)NCC(=O)NCc2cccnc2)cc1	-3	0	-1	3	-8	14	-7	14
Cc1ccccc1Nc1nnc(SCc2cc(=O)n3ccsc3n2)s1	3	4	0	-15	-4	2	-8	-1
CCc1ccc(OCc2n[nH]c(=S)n2C(C)CCCC(C)C)cc1 (stereo not given)	3	3	11	-4	-3	27	11	31
COC(=O)C1=C(C(=O)OC)[C@@H]2N(C)c3ccccc3[C@@]23C[C@@H](CO)N=C3N1	-4	x	13	-6	-8	3	-11	-2
CCC1CCCCN1C(=O)c1ccc(OC)c(OC2CCN(C(C)=O)CC2)c1 (stereo not given)	-11	1	-49	-4	3	3	-3	-3
COc1ccc(NC(=O)[C@H](CCS(C)(=O)=O)N2Cc3ccccc3C2=O)c(OC)c1	-1	-2	9	-1	-1	-7	3	9
COC(=O)NCCOC(=O)N(O)c1ccc(Br)cc1	-17	0	-19	-6	-10	-8	-19	0
CCOC(=O)CCc1cnccc1-c1cccc(OC)c1O	2	1	27	5	0	-1	11	-4
CCN(C[C@H]1N[C@@](Cc2ccccc2)(C(=O)OC)[C@H]2C(=O)N(C)C(=O)[C@@H]12)C(=O)NC(C)C	14	-6	15	0	0	-7	1	-6
Cc1cc2nccc(-c3ccc(Cl)c([N+](=O)[O-])c3)n2n1	7	7	3	-2	2	-13	6	-6
CSc1nc2nc(-c3cccs3)cc(C(F)(F)F)c2c(=O)[nH]1	-10	-5	-5	34	-11	-1	-10	6
c1ccc(CNc2ccc(N3CCOCC3)cc2)cc1	6	-30	-61	-71	8	-5	-8	8
O=C(CSc1ccc([N+](=O)[O-])cn1)Nc1ccccc1N1CCOCC1	3	-1	7	10	-5	-5	5	-4
CCOc1ccc(NC(=O)CN(C)C(=O)Cn2c(=O)oc3ccccc32)cc1OCC	3	7	14	0	-8	3	6	-2
O=C1OC(=O)C2C1[C@@H]1CC[C@H]2O1 (stereo not given in full)	11	1	12	3	1	-12	2	-9
CC1CCCCC1NC(=O)c1ccc(CNc2c(N3CCCC3)c(=O)c2=O)cc1 (stereo not given)	-4	-3	10	4	3	3	5	5
CCN1CCN(C(=O)c2ccc(COc3ccc(Cl)cc3)o2)CC1	-3	2	-27	-2	-9	12	-10	6
CC(C)=CCC/C(C)=C/CNC(=O)C[C@H]1C[C@H](C(=O)N2CCCCC2)[C@@]2(C)c3[nH]c4cc(CCC(=O)N(C)C)ccc4c3CCN2C1=O	x	18	-20	52	x	28	x	32
Cc1cccc(NC(=O)/C(=C\c2cccs2)NC(=O)c2ccccc2)c1	-3	-4	-18	0	3	8	-23	23
Cc1ccc(NC(=O)COC(=O)c2c(-c3ccccc3)noc2C)c(C)c1	0	3	-14	1	11	15	3	18
COc1ccc(C2=NO[C@@H]3[C@@H]4C[C@@H]([C@H]5C(=O)N(C)C(=O)[C@@H]45)[C@H]23)c(OC)c1	5	-1	18	-2	4	3	9	-63
Cc1occc1C(=O)N1CCN(c2ccc([N+](=O)[O-])cc2)CC1	-9	16	-36	-3	-3	-1	9	3
Cc1ccc(OCC(O)Cn2c(=N)n(CCN3CCCCC3)c3ccccc32)cc1 (stereo not given)	12	2	-15	17	-3	7	2	20
CC(NCc1ccc(N(C)C)cc1)C1CC2CCC1C2 (stereo not given)	-12	7	-44	-10	-13	1	-8	4
CC(=O)Nc1ccc(S(=O)(=O)NCCSCc2c(Cl)cccc2Cl)cc1	10	14	-7	22	7	11	9	14
FC(F)Oc1ccc(-c2csc(=Nc3cccnc3)n2CC2CCCO2)cc1 (stereo not given)	18	2	-23	8	-2	20	10	4
O=C(Nc1ccc(Cl)cc1)N1CCC(c2nc(-c3ccccc3Cl)no2)CC1	10	42	2	10	-3	23	11	32
Cc1cc(C)nc(SCc2ccc(C(=O)O)o2)n1	-4	-2	2	4	-3	5	2	1
O=C1CC(Sc2nnc(-c3ccccc3)o2)C(=O)N1c1ccccc1 (stereo not given)	-9	0	3	-1	9	13	-7	9

Six compounds out of the list, ordered by length of the SMILES, ascending:
SMILES	UBC13 inh	EBI2 antag	697 NFkB inh	Gli-Sufu block	SENP8 inh	CCR6 antag	Jurkat NFkB inh	Apaf-1 inh
Cc1cc(C)nc(SCc2ccc(C(=O)O)o2)n1	-4	-2	2	4	-3	5	2	1
CCN1CCN(C(=O)c2ccc(COc3ccc(Cl)cc3)o2)CC1	-3	2	-27	-2	-9	12	-10	6
O=C1CC(Sc2nnc(-c3ccccc3)o2)C(=O)N1c1ccccc1 (stereo not given)	-9	0	3	-1	9	13	-7	9
FC(F)Oc1ccc(-c2csc(=Nc3cccnc3)n2CC2CCCO2)cc1 (stereo not given)	18	2	-23	8	-2	20	10	4
CC1CCCCC1NC(=O)c1ccc(CNc2c(N3CCCC3)c(=O)c2=O)cc1 (stereo not given)	-4	-3	10	4	3	3	5	5
COc1ccc(C2=NO[C@@H]3[C@@H]4C[C@@H]([C@H]5C(=O)N(C)C(=O)[C@@H]45)[C@H]23)c(OC)c1	5	-1	18	-2	4	3	9	-63

(continued)
SMILES	UBC13 inh	EBI2 antag	697 NFkB inh	Gli-Sufu block	SENP8 inh	CCR6 antag	Jurkat NFkB inh	Apaf-1 inh
Cc1cc2ccccc2nc1SCC(=O)N1c2ccccc2CC1C (stereo not given)	15	6	20	-16	-2	16	5	6
O=C(CCCC(=O)N(CC(=O)NC1CCCC1)c1ccc(F)c(Cl)c1)Nc1ccccn1	-1	-2	-1	-28	-7	6	-6	-1
CCCNC(=O)c1ccccc1C(=O)NCCC	0	-6	-8	0	-2	7	-9	12
Cc1cc(-c2nnc(SCC(=O)Nc3ccccc3)n2C)no1	-7	2	-7	-26	2	1	-2	-17
